Bioassay records deposited in PubChem BioAssay by The Scripps Research Institute Molecular Screening Center.
PLC-gamma1 inh – blocks human PLC-gamma1 enzyme activity | purified PLC-gamma1, fluorogenic substrate, fluorescence | actives 0.84% (n = 370,000) | P19174 | inhibition, % at 12.2 µM | AID 720700; in the data active = inhibition above about 9.5%
DDE Tn6 FP inh – DD(E)-Tn6 binding inhibition, primary FP screen. P02675. Fibrin DD(E) TRITC-Tn6 fluorescence polarization displacement. inhibition, % at 8.3 µM. actives 0.21% (n = 370,000). AID 720509;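 active = inhibition above a per-campaign cutoff: mean of compounds within control limits plus 3 SD, cut at about 15% in these data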;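 also: 0% = median of all compound wells on the plate and 100% = blocking peptide control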
ADAM17 inh – ADAM17 inhibition, QFRET primary screen. AID 720648. recombinant ADAM17, EDANS/DABCYL FRET peptide cleavage. P78536. inhibition, % at 6.95 µM. actives 0.83% (n = 370,000);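 active = inhibition above the mean of compounds lying between control limits plus 3 SD, set per campaign, cut at about 8.5% in these data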;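 also: 0% = DMSO-only wells as the low control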
Target sequence (P78536 215-824 limits assumed): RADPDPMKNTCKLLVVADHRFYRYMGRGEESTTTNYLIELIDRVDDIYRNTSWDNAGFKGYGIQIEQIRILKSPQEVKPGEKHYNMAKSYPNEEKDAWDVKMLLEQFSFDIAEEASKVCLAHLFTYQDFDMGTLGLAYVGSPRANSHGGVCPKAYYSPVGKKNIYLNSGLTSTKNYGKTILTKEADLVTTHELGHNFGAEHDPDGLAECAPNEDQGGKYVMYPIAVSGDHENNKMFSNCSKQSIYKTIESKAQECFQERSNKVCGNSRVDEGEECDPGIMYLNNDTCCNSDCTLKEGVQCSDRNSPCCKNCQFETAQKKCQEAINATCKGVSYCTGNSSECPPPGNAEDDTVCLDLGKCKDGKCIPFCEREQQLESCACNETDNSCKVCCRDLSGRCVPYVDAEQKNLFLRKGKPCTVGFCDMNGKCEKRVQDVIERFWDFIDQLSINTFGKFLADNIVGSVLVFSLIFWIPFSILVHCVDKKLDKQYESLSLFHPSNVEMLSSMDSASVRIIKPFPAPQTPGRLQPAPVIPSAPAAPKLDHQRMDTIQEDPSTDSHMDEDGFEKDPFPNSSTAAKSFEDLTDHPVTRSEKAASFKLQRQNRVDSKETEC
Tn7 DDE FP – disrupts Tn7 cyclic peptide binding to fibrin D-Dimer-E complex. actives 0.13% (n = 370,000). inhibition, % at 8.3 µM. FP displacement of FITC-Tn7 peptide from fibrin DD(E); 0% = median of compound wells per plate;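 active = inhibition above the mean of compounds falling within the control limits plus 3 SD of them, cut at about 14% in these data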;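 also: 0% = plate median of compound wells and 100% = 10 µM Aha-Tn7 peptide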
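Assay system: Fibrin-DD(E) protein isolated from polymerized human fibrin clots; read-out basis: percent inhibition; medium: Tris/NaCl/CaCl2 buffer, pH 7.8; signal: FP measurement; incubation: 10 min plus 3 h, room temperature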
proKLK7 act – activators of human kallikrein-7 zymogen. AID 652039. actives 0.9% (n = 370,000). purified proKLK7, EDANS-DABCYL substrate fluorescence; 100% is mature enzyme control, 0% vehicle. P49862. activation, % at 7 µM;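 active = activation above the mean of all tested compounds plus 3 SD, computed per campaign excluding outliers beyond control limits, cut at about 13% in these data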
Target sequence (P49862 whole entry, looked up): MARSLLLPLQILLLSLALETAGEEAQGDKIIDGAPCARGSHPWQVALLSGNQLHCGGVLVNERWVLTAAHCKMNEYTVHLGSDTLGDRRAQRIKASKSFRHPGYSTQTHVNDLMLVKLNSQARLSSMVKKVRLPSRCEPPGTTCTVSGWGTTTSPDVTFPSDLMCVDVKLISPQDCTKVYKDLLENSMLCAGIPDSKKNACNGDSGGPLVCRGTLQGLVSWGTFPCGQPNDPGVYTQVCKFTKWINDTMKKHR
ASAP1 GAP inh – ASAP1 ArfGAP inhibition; Q9ULH1; ASAP1-stimulated ARF1 GTP hydrolysis, GDP FP detection; inhibition, % at 16.5 µM; actives 0.19% (n = 360,000); in the data active = inhibition above about 25%;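 also: 0% = vehicle with enzyme and substrate and 100% = no enzyme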
TDP2 absorb – blocks human TDP2 phosphodiesterase activity; O95551; recombinant TDP2, T5PNP hydrolysis, p-nitrophenol absorbance 415 nm; inhibition, % at 12.8 µM; actives 0.34% (n = 370,000); AID 720702;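 active = inhibition above the mean of all tested compounds plus 3 SD, set per campaign, cut at about 25% in these data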;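 also: 0% = DMSO with enzyme and 100% = buffer with substrate but no TDP2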
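System – recombinant human TDP2 · Amount – 120 nM TDP2 per well · Buffer or medium – Mg2+-containing Tris-HCl buffer, pH 7.5 · Reagent – T5PNP substrate, 5 mM · Dosing – 12.8 µM single point, 1% DMSO · Incubation – 2 h at 37 °C · Measured by – epi absorbance · Read-out basis – percent inhibition · Benchmarks – high control without enzyme, low control DMSO plus TDP2 · Repeats – singlicate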
ADAM10 inh – ADAM10 inhibition, QFRET primary screen; actives 0.62% (n = 370,000); recombinant ADAM10, EDANS/DABCYL FRET peptide cleavage, 3 h; AID 720582; inhibition, % at 7 µM;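 active = inhibition above a per-campaign cutoff equal to the mean of compounds falling between control-based bounds plus 3 SD, cut at about 20% in these data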;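 also: 0% = DMSO wells while the 100% control is not disclosed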
LEDGF integ inh – blocks HIV-1 LEDGF/p75-dependent DNA integration; TR-FRET IN-LEDGF/p75 DNA integration, Eu/Cy5; actives 0.64% (n = 370,000); inhibition, % at 3.7 µM;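 active = inhibition above the screen-wide mean plus 3 SD, cut at about 13% in these data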;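 also: signal is the Cy5 over europium emission ratio at 671 and 618 nm; 0% = plate median of compound wells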
ARFGAP1 inh – inhibitors of rat ARFGAP1; Q62848; Arfgap1-stimulated ARF1 GTP hydrolysis, GDP FP detection; inhibition, % at 16.5 µM; actives 0.26% (n = 360,000); AID 651572;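 active = inhibition above a per-plate limit, mean inhibition of low control wells plus 3 SD, cut at about 25% in these data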;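 also: 0% = DMSO wells with enzyme and 100% = wells lacking Arfgap1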
Target sequence (Q62848 1-136 limits assumed): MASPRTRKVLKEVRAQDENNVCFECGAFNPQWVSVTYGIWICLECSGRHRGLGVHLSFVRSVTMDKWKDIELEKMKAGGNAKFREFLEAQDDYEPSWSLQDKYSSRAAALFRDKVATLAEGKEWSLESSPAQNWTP
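Replicates: Single well per compound | Assay system: Truncated rat Arfgap1 GAP domain | Control set: No-Arfgap1 wells (100%) versus DMSO full-reaction wells (0%) | Times: Enzyme reaction 120 min at 25 °C after 20 min preincubation | Reagent: Human ARF1(Δ1-17)-GTP substrate | Measured by: Tracer-displacement fluorescence polarization with EDTA stop, 620/688 nm | Measure: Percent inhibition of Arfgap1-stimulated GTP hydrolysis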
* hit, by the source's call; . = not tested or not shown.

SMILES	PLC-gamma1 inh	DDE Tn6 FP inh	ADAM17 inh	Tn7 DDE FP	proKLK7 act	ASAP1 GAP inh	TDP2 absorb	ADAM10 inh	LEDGF integ inh	ARFGAP1 inh
Cc1cccc(-c2nnc3n2N=C(c2ccccc2)CS3)c1	-0.7	2.2	-0.6	-0.2	-0.1	3.0	3.4	-8.5	2.1	-8.2
CCc1nnc(NC(=O)CSc2nnc(Cc3cc(=O)[nH]c(=O)[nH]3)n2-c2cccc(OC)c2)s1	-0.6	1.1	-1.2	-0.4	-0.5	-5.9	5.7	-1.1	5.5	-19.8
CC(C)c1nnc(NC(=O)c2ccc(N3C(=O)CCC3=O)cc2)s1	-0.3	7.5	-0.7	5.7	0.4	-7.1	6.3	-3.5	0.8	-1.9
CNC(=O)c1cc2c(-c3ccccc3)nn(C)c2s1	-84.8	-6.2	-95.9	-2.5	7.4	4.0	7.9	-255.9	-3.4	0.9
CC(=O)Nc1sc2c(c1-c1nc(-c3ccccc3)cs1)CCN(C(C)C)C2	-446.2	-6.6	-34.0	-2.4	.	.	6.7	-115.0	1.9	.
CC(C)Oc1ccc(S(=O)(=O)N2CCCCC2)cc1NC(=O)CN1C(=O)NC(C)(C2CC2)C1=O (centres undefined)	-1.8	2.8	-4.4	6.8	0.2	-11.5	-1.7	-4.0	-3.4	-12.1
O=C(CCNC(=O)c1ccc(Cl)cc1)NCC(c1ccco1)N1CCCC1 (centres undefined)	-3.2	6.8	-3.5	-2.9	0.1	7.6	-1.7	-1.1	1.8	7.4
Cc1csc(NC(=O)Cc2c[nH]c3ccccc23)n1	-1.5	0.1	-1.8	-4.9	0.6	-0.1	-1.9	-5.5	-1.1	9.0
COc1ccc(/C=C/C(=O)NC(=S)Nc2ccc(C(=O)O)cc2)cc1	0.6	-6.0	-10.4	-6.1	-1.3	4.0	-12.5	-10.4	-3.4	-5.2
COc1ccc(C2=CC(=O)CC(c3ccccc3)C2)cc1 (centres undefined)	0.3	0.1	-5.0	1.2	-0.1	12.0	0.5	-4.4	0.7	2.7
O=C1C=C(c2ccccc2)C(c2ccccc2)C1O (centres undefined)	3.1	-1.6	5.4	-2.6	-0.4	6.6	-11.6	-0.9	6.6	0.2
Cc1cc(=O)n2nc(N3CCC(C(=O)NCCc4ccc(Cl)cc4)CC3)sc2n1	4.2	-4.4	-1.9	4.3	0.3	-3.7	-11.8	1.6	-1.0	-12.5
Cc1nc2c(cnn2-c2ccccc2)c(=O)[nH]1	0.7	0.7	-3.9	3.8	-0.1	6.3	-2.6	-9.3	0.1	0.7
Cc1ccc2[nH]c(O)c(N=O)c2c1	1.6	-0.1	-9.5	-3.2	-0.1	-1.6	16.4	-6.4	5.4	-4.9
COc1ccc(C2SCCN2C(=S)Nc2cccc(Cl)c2)cc1 (centres undefined)	7.2	-0.8	2.9	0.5	0.1	-6.4	-9.6	12.7	-0.6	11.5
COCCNC(=S)Nc1ccc(S(=O)(=O)Nc2cnc3ccccc3n2)cc1	-9.9	-1.8	-9.6	7.9	0.6	9.3	-3.2	-21.5	-1.8	-0.6
O=C(CSc1nnc(COc2ccc(Cl)cc2)n1Cc1ccco1)c1ccccc1F	-0.2	-7.7	-0.5	-4.8	-0.1	-4.5	7.1	2.6	-2.7	3.1
CCOC(=O)C1CCN(C(=O)c2ccccc2NS(=O)(=O)c2ccccc2)CC1	1.7	5.5	-1.5	2.9	-0.5	7.0	1.1	-0.4	-0.9	-11.8
Cc1ccc(-c2nnc(OCc3cccnc3)c3ccccc23)cc1	0.0	3.6	-3.4	-3.6	0.1	3.4	0.1	-1.5	2.8	-1.4
CCN(CC(=O)NCc1ccc(Cl)cc1)C(=O)/C=C/c1ccc(Cl)c([N+](=O)[O-])c1	0.4	1.1	6.4	0.2	-0.2	-4.9	-8.4	8.0	-1.0	-17.1
COCCN1C(=O)c2ccccc2C(C(=O)NCC2CCCO2)C1c1c[nH]c2ccccc12 (centres undefined)	-0.5	5.1	1.0	-0.8	-0.2	4.5	-12.4	-1.2	-4.5	-6.3
C=CCNC(=O)c1ccc2c3n(nc2c1)-c1ccc(C)cc1CO3	-153.8	-11.3	-116.1	4.0	6.3	1.6	5.6	-444.0	0.4	8.7
CCN1C(=O)CSC1=Nc1ccc(C(=O)OC)cc1	0.3	1.0	0.5	4.9	0.4	-9.2	3.2	0.0	-2.0	4.2
O=c1[nH]nc(-c2ccc(OCc3ccc(Cl)cc3Cl)cc2)o1	-0.3	0.4	0.4	4.2	-0.5	-2.5	-0.6	0.9	0.0	5.8
Cc1cc(CNC(=S)Nc2ccc(Br)cc2Cl)nn1C	1.9	-1.3	-2.3	-3.7	-0.5	12.4	5.3	-2.5	-0.1	-5.0
O=C(NCC1(O)CCCCC1)C1CCC(=O)N(Cc2ccccc2F)C1 (centres undefined)	0.8	5.2	-6.7	-4.8	-0.3	-6.9	9.4	-2.7	-0.6	6.2
COc1ccccc1S(=O)(=O)CC(O)COc1ccccc1Cl (centres undefined)	-3.5	1.6	-3.7	1.9	0.5	7.1	-12.4	-12.0	0.8	4.0
COc1ccc(NC(=O)C2(C)CCN2Cc2ccc(OC(C)C)cc2)cc1OC (centres undefined)	4.0	-7.7	-2.5	-2.0	-0.5	10.8	2.7	0.7	3.6	4.4
O=S1(=O)c2ccc(N3CC[C@H](O)C3)cc2O[C@@H]2CCN1C2	3.3	-1.9	0.4	-12.1	-0.3	.	-4.7	6.1	5.1	.
Cc1ccc(N(C)S(=O)(=O)c2c(C)[nH]c(C)c2C(=O)N2CCCC2)cc1	-3.0	-0.9	-6.2	-0.6	0.8	-5.8	1.9	-7.8	-1.2	-6.2
O=c1cc(-c2ccccc2)nc(/C=C/c2ccccc2)[nH]1	0.8	1.7	-1.2	1.3	0.4	-3.5	2.6	-0.6	1.3	4.0
CCCOc1cccc(C(=O)Nc2ccc(CN3CCOCC3)cc2)c1	1.8	-0.7	1.3	4.6	-0.6	-11.9	13.5	7.4	0.5	-4.0
Cc1ccc(C(C(=O)NC2CCCC2)N(C(=O)c2csnn2)c2cccc(F)c2)o1 (centres undefined)	3.2	-9.0	-0.9	0.8	0.1	-6.8	3.4	5.8	-2.0	5.7
COc1cccc(-c2nnc(SCc3nc4ccccc4s3)n2C)c1	8.7	6.0	1.3	-3.1	-0.1	-3.0	-9.6	-1.8	3.3	-6.5
Cc1ccc(C(=O)NCC(=O)OCC(=O)c2ccc(Cl)s2)cc1	-1.5	-10.0	-1.8	-10.2	-0.6	8.3	-7.3	-0.9	2.9	13.8
CN(C)S(=O)(=O)c1ccc(C(=O)Nc2cc(=O)n(C)c(=O)n2C)cc1	-0.2	-2.3	-1.7	-3.1	0.0	-1.1	-0.9	-2.4	44.1*	2.9
COc1cccc(/C=C(/C(=O)OCC(=O)NCC2CCCO2)c2ccccc2)c1 (centres undefined)	-0.5	-1.2	-3.6	3.4	0.4	0.6	4.7	-0.9	-0.7	-0.9
Fc1cccc(-c2oncc2-c2nnnn2-c2ccc(Cl)cc2)c1	0.5	1.5	-2.5	6.7	-0.1	-8.8	-1.0	-1.2	-0.5	-0.2
O=C(Nc1ccc(N2CCCCC2)c(S(=O)(=O)Nc2ccccc2Cl)c1)c1cccnc1	-0.3	4.0	-1.1	4.8	0.6	1.0	0.3	-2.4	-1.9	-2.8
N#Cc1ccccc1CN1C(=O)c2ccccc2S1(=O)=O	2.3	-5.0	-6.0	5.3	-0.1	-7.0	-19.5	4.6	-1.3	5.2
CN(CC(=O)N1CCN(C2CCCCC2)CC1)S(=O)(=O)c1cccc2nsnc12	2.6	-1.1	1.4	-0.6	-0.1	-0.9	5.9	-3.0	0.6	8.8
Cc1ccc(S(=O)(=O)N2C(=O)CCC2C(=O)NCc2ccco2)cc1 (centres undefined)	0.8	-4.2	0.3	5.8	0.6	-4.9	9.3	-2.6	-5.2	-15.0
O=C1c2ccccc2C(=O)N1CCn1ccnc1	-0.1	-2.2	-2.2	-1.5	-0.8	-0.3	17.7	-1.9	0.2	2.3
COc1ccccc1NC(=S)NC(NC(=O)C(C)C)C(Cl)(Cl)Cl (centres undefined)	1.2	1.7	-3.5	10.2	-0.6	12.2	2.8	-1.4	0.7	8.6
COc1ccc(N(C(=O)CNC(=O)c2cccs2)C(C(=O)NCC2CCCO2)c2ccc(OC)c(OC)c2)cc1 (centres undefined)	0.4	-0.6	-3.1	8.0	0.2	-5.7	-4.9	-2.3	0.1	-0.5
CC(C)c1ccc(N2C(=O)CC(NNC(=O)c3cccnc3)C2=O)cc1 (centres undefined)	3.9	2.0	2.7	-7.0	-0.3	0.3	-9.0	4.0	5.2	-1.6
NS(=O)(=O)c1ccc(S(=O)(=O)N2CCN(C3CCCC3)CC2)cc1	0.1	2.9	-0.1	-1.3	-0.3	1.6	14.9	-6.6	2.5	-12.6
CCOC(=O)CN1C(=O)/C(=C/c2c(F)cccc2Cl)Oc2ccccc21	-411.5	1.7	-31.0	3.7	-3.4	-1.7	1.3	-57.1	-1.1	1.7
Cc1cc(C(=O)Nc2ccc(N3CCOCC3)c(Cl)c2)c(C)o1	6.0	3.9	0.1	-2.5	-0.1	-4.2	-5.3	1.9	2.7	4.4
CCCNC(=O)C1(C)CCCN(C(=O)c2ccc(C)c(F)c2)C1 (centres undefined)	1.2	-11.5	0.5	-5.1	-0.2	9.0	-9.5	0.2	2.6	-0.9
CNC(=O)N(O)C1N(/N=C/c2ccc(C)cc2)C(=S)SC1(C)C (centres undefined)	2.0	9.3	-2.7	4.2	0.0	-1.5	-0.8	-2.9	0.4	-9.1
COc1ccc(NC(=O)CN(C)C(=O)Cc2ccsc2)cc1	-0.7	-1.8	-1.0	1.7	0.7	-1.0	13.2	-6.3	1.0	-14.7
